LRH-1 inv ag = inverse agonists of human LRH-1 (NR5A2). inhibition, % at 3.6 µM. AID 602396. 360,000 tested, 0.13% active. HEK293T StAR-luciferase reporter, LRH-1 transfected, 24 h;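 active = inhibition above the mean inhibition of all tested compounds plus 3 SD, cut at about 73% in these data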;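 note: 0% = DMSO wells and 100% = reporter-only cells lacking LRH-1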
Target sequence (O00482 whole entry, looked up): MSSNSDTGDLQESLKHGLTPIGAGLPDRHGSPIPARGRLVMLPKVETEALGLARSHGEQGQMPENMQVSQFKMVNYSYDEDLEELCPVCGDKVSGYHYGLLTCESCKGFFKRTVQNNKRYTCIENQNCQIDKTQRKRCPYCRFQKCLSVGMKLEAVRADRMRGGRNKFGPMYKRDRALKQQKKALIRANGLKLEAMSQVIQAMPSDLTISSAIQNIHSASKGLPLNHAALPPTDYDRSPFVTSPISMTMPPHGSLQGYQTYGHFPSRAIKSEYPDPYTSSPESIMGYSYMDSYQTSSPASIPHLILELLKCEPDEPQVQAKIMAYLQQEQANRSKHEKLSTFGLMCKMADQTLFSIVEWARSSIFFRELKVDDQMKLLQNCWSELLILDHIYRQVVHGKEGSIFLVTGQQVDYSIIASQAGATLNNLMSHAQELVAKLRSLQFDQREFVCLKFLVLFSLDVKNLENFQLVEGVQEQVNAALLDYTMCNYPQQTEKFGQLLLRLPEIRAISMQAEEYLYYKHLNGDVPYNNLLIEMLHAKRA
LMP1 NFkB inh = reduces LMP1-driven NF-kappaB luciferase signal. LMP1-induced NF-kappaB luciferase reporter cells, luminescence. inhibition, % at 12.5 µM. 350,000 tested, 0.69% active; in the data active = inhibition above about 41%;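 note: 0% = neutral control wells and 100% = reference inhibitor control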
TWEAK-Fn14 inh = blocks TWEAK-Fn14 interaction in a reporter cell assay; inhibition, % at 10 µM; 360,000 tested, 2% active; TWEAK-stimulated Fn14 reporter cells, luciferase luminescence, 8 h; in the data active = inhibition above about 50%
COUP-TFII inh = inhibitors of human COUP-TFII (NR2F2). 370,000 tested, 0.7% active. HEK293T NGFI-A luciferase reporter, luminescence. inhibition, % at 8.6 µM;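 active = inhibition above a per-plate cutoff, mean inhibition of test wells between control levels plus 3 SD, cut at about 38% in these data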;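 note: cells cotransfected with COUP-TFII expression vector driving the NGFI-A reporter; 0% = median of COUP-TF2 test wells and 100% = reporter-only cells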
Target sequence (P24468 whole entry, looked up): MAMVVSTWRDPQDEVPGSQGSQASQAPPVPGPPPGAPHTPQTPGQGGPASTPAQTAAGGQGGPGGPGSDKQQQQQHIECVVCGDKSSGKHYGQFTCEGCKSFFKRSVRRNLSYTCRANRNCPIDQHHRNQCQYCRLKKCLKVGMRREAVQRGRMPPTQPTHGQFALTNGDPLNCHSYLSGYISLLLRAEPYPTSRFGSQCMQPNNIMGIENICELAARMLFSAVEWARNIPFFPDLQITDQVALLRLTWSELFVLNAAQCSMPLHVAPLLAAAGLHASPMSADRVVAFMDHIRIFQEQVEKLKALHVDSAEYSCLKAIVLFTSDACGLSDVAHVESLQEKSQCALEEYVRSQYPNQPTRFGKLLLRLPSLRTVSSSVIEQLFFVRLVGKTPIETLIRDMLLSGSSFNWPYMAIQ
KKLEB tox = reduces viability of KKLEB cystic fibrosis airway cells; KKLEB CF airway cells viability, ATPlite luminescence, overnight; hits give low values; cells stimulated with P. aeruginosa culture filtrate; activity change (cytotoxicity), % at 5 µM; 360,000 tested, 0.36% active; AID 602141;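 active = corrected activity change at or below -50% at 5 µM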
TROY NFkB inh = TROY signaling inhibition; Q293 LMP1-TROYcd NF-kB luciferase reporter, 4 h; inhibition, % at 10 µM; 360,000 tested, 0.98% active; AID 1347056;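 active = compounds whose plate-normalised and pattern-corrected inhibition of the luciferase reporter signal at the single screening dose is 50% or more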
CF NFkB inh = cystic fibrosis NF-kB activation inhibition. KKLEB NF-kB-GFP reporter, PAF-induced, GFP fluorescence overnight. inhibition, % at 5 µM. 360,000 tested, 0.86% active;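 active = at least 50% inhibition at 5 µM, scaled per plate between neutral and stimulator controls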;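 note: PAF is a Pseudomonas aeruginosa culture filtrate used as stimulus; plate controls were PAF-stimulated DMSO wells for no effect and unstimulated DMSO wells for full effect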
TRAIL sens C8 = caspase-8 TRAIL sensitization. inhibition (viability loss, TRAIL sensitization), % at 10 µM. AID 624354. 360,000 tested, 1% active. NB7+C8 cells + TRAIL, ATPlite viability luminescence;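 active = compounds causing at least 50% loss of cell viability in the single-dose screen, relative to plate controls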
SRC2 inh = inhibits human steroid receptor coactivator 2 | HEK293 GAL4-SRC2 luciferase reporter, luminescence | inhibition, % at 9 µM | 370,000 tested, 0.17% active | AID 651957;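 active = inhibition above the mean inhibition of all tested compounds plus 3 SD, set per campaign, cut at about 52% in these data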;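 note: 0% = DMSO treated cells and 100% = cells given Gossypol at 36 µM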
NCOA1 inh = human NCOA1 inhibition; Q15788; HEK293 GAL4-SRC1 luciferase reporter, luminescence; inhibition, % at 3.6 µM; 360,000 tested, 0.12% active;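 active = inhibition above the campaign mean plus 3 SD, with each screening campaign given its own cutoff, cut at about 60% in these data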;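 note: 0% = DMSO treated cells and 100% = gossypol at 36 µM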
SRC3 inh = human NCOA3 inhibition. Q9Y6Q9. HEK293 GAL4-SRC3 luciferase reporter, luminescence. inhibition, % at 3.6 µM. 360,000 tested, 0.17% active;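 active = inhibition above a per-campaign cutoff, the mean of all compounds plus 3 SD, cut at about 60% in these data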;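 note: 0% = DMSO-treated cells and 100% = gossypol-treated cells at 36 µM; higher means less SRC3-driven luciferase light from the GAL4 reporter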
The depositor's hits bear a star; / = no result given. Compounds as they come (roughly 4.2% active in at least one column).

SMILES	LRH-1 inv ag	LMP1 NFkB inh	TWEAK-Fn14 inh	COUP-TFII inh	KKLEB tox	TROY NFkB inh	CF NFkB inh	TRAIL sens C8	SRC2 inh	NCOA1 inh	SRC3 inh
O=C(Nc1cccc(NC(=O)c2cccs2)c1)c1ccc(Br)o1	-9	9	-22	-5	10	-5	-21	-1	-8	10	0
O=c1[nH]c(N2CCc3ccccc32)nc2c1CCCC2	-2	-3	0	-3	8	-16	-10	8	-8	-12	14
COC(=O)c1cc(S(=O)(=O)N2CCCCC2)c[nH]1	9	2	8	-7	16	-10	-8	-17	6	-10	21
COC(=O)c1sc(S(=O)(=O)N2CC(C)OC(C)C2)c(C(=O)OC)c1C (configuration not stated)	-2	4	-12	-9	-1	-18	6	-7	0	0	0
Cc1cccc(-n2c(=O)[nH]c3c(C(N)=O)nc(CC(C)C)nc32)c1	-5	-4	11	4	-4	12	14	-4	9	-3	-11
CCOC(=O)c1c2c([nH]c(=S)c1C#N)CCCC2	5	-1	-3	2	2	-9	9	-4	-2	11	17
Cc1cc(C)n2nc(SC3CCCCN(C(=O)c4ccc(F)cc4)C3=O)nc2n1 (configuration not stated)	0	1	-6	-19	3	5	-8	-11	-35	6	17
C/C(O)=c1/ccc2cccc3nc(C)nc1c23	33	3	-21	13	12	-8	-107	6	-21	-10	9
O=c1[nH]cnc2scc(-c3ccc(Br)cc3)c12	1	-13	10	0	0	-13	6	-7	-10	-15	-6
CCNc1nc(OC)nc(Oc2ccc(C(=O)OC)cc2)n1	-14	5	5	-6	0	5	3	-16	6	15	0
O=C(N=C1SC2CS(=O)(=O)CC2N1Cc1ccccc1)C1CCCO1 (configuration not stated)	-1	-3	-20	-19	-10	-9	-2	-9	34	-30	-25
O=C(CN(Cc1ccco1)C(=O)CNS(=O)(=O)c1ccc(F)cc1)NCc1ccc(F)cc1	12	-4	1	23	8	5	12	1	11	-5	15

Reprinted at random: 5 records from the list
SMILES	LRH-1 inv ag	LMP1 NFkB inh	TWEAK-Fn14 inh	COUP-TFII inh	KKLEB tox	TROY NFkB inh	CF NFkB inh	TRAIL sens C8	SRC2 inh	NCOA1 inh	SRC3 inh
CCNc1nc(OC)nc(Oc2ccc(C(=O)OC)cc2)n1	-14	5	5	-6	0	5	3	-16	6	15	0
O=C(CN(Cc1ccco1)C(=O)CNS(=O)(=O)c1ccc(F)cc1)NCc1ccc(F)cc1	12	-4	1	23	8	5	12	1	11	-5	15
O=C(N=C1SC2CS(=O)(=O)CC2N1Cc1ccccc1)C1CCCO1 (configuration not stated)	-1	-3	-20	-19	-10	-9	-2	-9	34	-30	-25
CCOC(=O)c1c2c([nH]c(=S)c1C#N)CCCC2	5	-1	-3	2	2	-9	9	-4	-2	11	17
COC(=O)c1sc(S(=O)(=O)N2CC(C)OC(C)C2)c(C(=O)OC)c1C (configuration not stated)	-2	4	-12	-9	-1	-18	6	-7	0	0	0

The listing continues.
SMILES	LRH-1 inv ag	LMP1 NFkB inh	TWEAK-Fn14 inh	COUP-TFII inh	KKLEB tox	TROY NFkB inh	CF NFkB inh	TRAIL sens C8	SRC2 inh	NCOA1 inh	SRC3 inh
COC(=O)c1cc(OC)c(OC)c(OC)c1NC(=O)c1ccc(S(=O)(=O)N(C)C)cc1	23	1	18	4	-10	-22	15	-8	1	6	-8
CCOC(=O)c1nn(-c2ccccc2)c(=O)cc1SC(C)C	24	3	13	5	5	-2	2	13	-12	1	-5
CCOc1ccc(N(C)S(=O)(=O)c2ccc3[nH]cc(C(=O)NCCCOC)c(=O)c3c2)cc1	10	4	1	22	-14	17	30	-3	4	14	-9
COc1ccc(CCNC(=O)Cn2cnc3scc(-c4ccccc4)c3c2=O)cc1OC	7	-4	-16	7	-1	16	-2	-9	13	-15	-26
CCC(C)(C)NC(=O)C(c1ccc(C)o1)N(Cc1ccc2c(c1)OCO2)C(=O)c1snc(C(N)=O)c1N (configuration not stated)	-4	-1	0	8	-4	-4	-1	-4	-24	8	5
Cc1ccc(OCC(=O)Nc2c(C)ccc3nsnc23)cc1	-3	3	-6	7	2	-11	4	-3	-5	3	13
O=C(C1CC1)N1CCc2cc(Br)cc(S(=O)(=O)N3CCN(c4ccccn4)CC3)c21	6	-1	-1	1	6	10	-2	3	-11	-18	14
O=C(c1ccccc1F)N(Cc1ccc(F)cc1)C1CCS(=O)(=O)C1 (configuration not stated)	-11	3	-1	-2	-1	-11	-5	7	-16	0	4
C/C=C/Cn1c(SCCCc2ccccc2)nc2c1c(=O)[nH]c(=O)n2C	4	7	18	16	-14	13	14	-13	10	-20	-9
CCN1CCN(C(=O)/C(=C/c2ccco2)NC(=O)c2ccccc2)CC1	-9	-9	-1	15	5	15	8	2	-6	9	-14
CS(=O)(=O)Nc1ccc(C2=NN(C(=O)c3cccc(F)c3)C(c3cccs3)C2)cc1 (configuration not stated)	5	1	-24	-4	1	15	-14	-7	-3	13	-3
COc1ccc(C(=O)NC2CCN(CC(=O)Nc3c(C)cccc3C)CC2)cc1OC	8	-9	16	15	-4	-9	21	-7	4	-3	7
CCCNC(=O)c1ccc(CNc2c(N3CCC(C(=O)OCC)CC3)c(=O)c2=O)cc1	-14	2	19	1	5	-2	-7	9	0	9	31
Cc1ccc(C)c(-n2c(-c3ccc(Br)cc3)csc2=NC(=O)c2ccccc2F)c1	-10	11	14	6	19	16	-3	13	0	17	10
O=C(c1cc(Br)c[nH]1)N1CCSCC1	-2	2	11	7	5	8	-3	-3	5	-4	-22
CCOC(=O)c1c(NC(=O)COC(=O)Cc2ccccc2[N+](=O)[O-])sc(C(=O)N(C)C)c1C	-8	3	-19	1	-3	-10	18	5	-26	-399	-3
Cc1onc(-c2ccccc2)c1C(=O)Nc1cc(C(F)(F)F)ccc1N1CCOCC1	16	69*	-7	-11	-10	-17	9	2	-1	2	12
CN(C)CCN1C(=O)C(=O)/C(=C(/O)c2ccc(OCc3ccccc3)cc2)C1c1ccncc1 (configuration not stated)	-1	1	-25	7	-3	2	-4	-4	-13	2	6
CC(C)CN(C)C(=O)CC1C(=O)NCCN1C (configuration not stated)	10	-12	-5	/	4	-9	0	-9	/	-10	-4
COc1cc(C2c3cc4c(cc3OC(NNC(N)=O)C2C)OCO4)cc(OC)c1OC (configuration not stated)	28	-2	7	-67	-29	17	51*	1	-4	-5	10
CC1(C)Cc2c(cnn2-c2cccc(F)c2)C(NC(=O)CSc2ccncc2)C1 (configuration not stated)	3	19	-1	10	-21	-15	-13	-3	5	-47	-5
CCc1nc2ccc(C(=O)N3CCN(c4ccccc4)CC3)cn2c1N(C)CCCc1ccccc1	6	/	-7	12	-1	-3	-33	1	-12	2	-1
C[C@@H]1C(=O)O[C@H]2CC34[C@H]5C[C@@H](C(C)(C)C)[C@]36[C@@H](OC(=O)[C@@H]6O)O[C@@]4(C(=O)O5)[C@]21O (some centres not stated)	19	-2	-3	-20	-4	11	24	-27	6	-3	-9
CN(C)/N=C/c1ccc(N2CCOCC2)cc1	-14	2	0	-9	6	-14	6	16	-28	-65	-53
CCOc1cc2[nH]c(=S)n(CCCN3CCCC3=O)c(=O)c2cc1OCC	12	-2	-19	0	-30	-6	-3	-11	-19	-15	-15
OC1c2c(F)cccc2N=C2CCCCCN21 (configuration not stated)	14	/	8	-2	-2	2	-6	-5	-24	1	-20
CC(=O)NS(=O)(=O)c1ccc2sc(C)nc2c1	0	-1	-5	8	12	-11	0	-21	-1	0	-7
Cc1ccc(/C(N)=N/OC(=O)c2ccc3ccccc3c2)cc1	-15	-38	-41	-12	1	-97	-10	90*	-20	-2	9
CC(C)Oc1ccc(S(=O)(=O)N2CCCCC2)cc1NC(=O)CN1C(=O)NC2(CCCC2)C1=O	-36	1	-8	3	-11	6	22	-10	-4	-34	9
CCOC(=O)N1CCN(CC(O)COc2c(C)cccc2C)CC1 (configuration not stated)	-3	7	8	-2	8	-15	10	-7	4	-1	11
COC(=O)C1=C(C)N=C2SC(C)C(=O)N2C1c1ccc(C(=O)OC)cc1 (configuration not stated)	10	2	-21	14	1	-6	5	-12	12	-29	-32
O=C(O)CCN1C(=O)C2C3c4ccccc4C(c4ccccc43)C2C1=O (configuration not stated)	-5	50*	-3	-9	-12	6	19	11	10	-27	9
O=C(Nc1ccc(C(=O)O)cc1)/C(=C/c1cccc(Br)c1)NC(=O)c1ccco1	-2	5	-11	5	-25	-3	9	2	4	-3	17
CCCCc1nc2n[nH]c(N)c2c2c1CCC2	8	3	-35	-20	-7	16	12	-5	-15	4	-3
Cc1cc(C)cc(N(CCC#N)C(=O)CSc2n[nH]c(N)n2)c1	14	-8	-7	23	-5	3	13	-12	1	5	-1
O=C1N(Cc2cccc(Cl)c2)C[C@@H]2C[C@@H](c3ccccn3)N3CCC[C@@]123	0	-8	30	5	21	17	-24	11	4	-5	13
COC(=O)C1CCN(C(=O)COC(=O)C2CCN(S(=O)(=O)c3ccc(C)c(C)c3)CC2)CC1	10	1	5	-10	15	-1	-32	-1	-11	-4	20
CN1CCN(C(N)=NC(=O)c2ccccc2)CC1	-29	-2	5	-17	2	-5	-2	-3	10	-11	16
S=c1[nH]c2cc(Br)cnc2[nH]1	3	1	4	-6	7	4	-3	6	12	9	3
CCc1ccccc1NC(=O)C1C2C=CC(O2)C1C(=O)O (configuration not stated)	1	-3	7	22	4	4	-1	-19	18	9	-16
O=C(CCC1CCCCC1=O)c1ccccc1 (configuration not stated)	-41	-8	3	-6	-2	-48	10	7	2	-34	-15
COC(=O)c1ccc(CSc2ccccc2C)o1	-8	1	-9	1	11	-10	6	-23	-8	4	1
CSCCC(NC(=O)c1ccco1)C(=O)O (configuration not stated)	-12	-2	9	-18	6	-5	-11	-13	-28	-1	5
NNC(=O)CNC(c1ccccc1)c1cc(Br)ccc1NC(=O)c1cccc(Cl)c1 (configuration not stated)	5	2	16	-1	-12	13	-13	-26	-12	-3	8
CC(C)(O)CC[C@@H](O)[C@](C)(O)C1CC[C@@]2(O)C3=CC(=O)[C@]4(O)C[C@@H](O)[C@@H](O)C[C@]4(C)C3CC[C@]12C (some centres not stated)	-43	6	9	2	5	-5	8	-8	13	-15	3
CCC1(C)Cc2c(sc3nn[nH]c(=O)c23)CO1 (configuration not stated)	-11	-13	-1	/	5	10	-4	-6	/	-10	2
COCCN1C(=O)N[C@@H](c2cccc(C(F)(F)F)c2)[C@@H](C(=O)OC)[C@H]1C	14	-13	16	0	13	1	0	3	-1	4	5
COC(=O)C1=C(C)N(c2ccc(F)c(Cl)c2)C(=O)C1	-5	-28	-24	0	-7	2	6	1	-10	-27	-1
O=C(CN(C(=O)CSc1nc2ccccc2o1)c1ccccc1)NC1CCCCC1	-9	2	-7	-4	0	2	3	-2	-11	-15	13
CCn1c(Cc2ccc(OC)cc2)nnc1SCC(=O)Nc1ccc(N2CCOCC2)cc1	29	0	5	-9	-14	4	16	13	-35	-6	-15
Cc1cc(-c2ccc(C)c(S(=O)(=O)NCCCN3CCN(c4ccccc4F)CC3)c2)on1	14	-28	26	31	2	42	2	25	10	8	6
Cc1cc(S(=O)(=O)N2CCCC2)c(C)s1	-1	-2	-11	3	4	-7	-4	5	0	-34	4
O=C1CCC([N+](=O)[O-])C(c2cccc([N+](=O)[O-])c2)N1 (configuration not stated)	-9	4	-1	8	-3	-5	-26	7	21	-2	7
